# Screens deposited in PubChem by several laboratories.
# RGS7-Gao = modulates binding of RGS7 to human Galphao | 0.35% of 220,000 active | Multiplexed bead flow cytometry; actives lie on both sides | binding response (% of control), % at 10 µM; in the data active means binding response below about 49% or above about 150%; inconclusive means no clear call, values can overlap the other calls; inactive means in between;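 further: fluorescent Galphao held in activated GDP-AlF4 state binding bead-coupled RGS7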
# Target sequence (P09471 whole entry, looked up): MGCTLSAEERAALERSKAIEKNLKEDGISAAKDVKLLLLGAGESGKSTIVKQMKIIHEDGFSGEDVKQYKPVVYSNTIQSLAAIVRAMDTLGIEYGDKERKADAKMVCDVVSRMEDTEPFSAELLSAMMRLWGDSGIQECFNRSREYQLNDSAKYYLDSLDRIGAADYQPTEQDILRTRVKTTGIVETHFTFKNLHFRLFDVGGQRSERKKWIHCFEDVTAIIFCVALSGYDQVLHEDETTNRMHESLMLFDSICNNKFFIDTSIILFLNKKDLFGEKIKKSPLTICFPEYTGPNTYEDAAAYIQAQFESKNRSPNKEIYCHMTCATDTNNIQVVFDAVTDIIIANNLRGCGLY
# RGS4-Gao reg = human RGS4-Galphao interaction regulation; P09471; Multiplexed bead flow cytometry, RGS4-Galphao binding; actives lie on both sides; binding response (% of control), % at 10 µM; 0.33% of 220,000 active; in the data active means binding response below about 49% or above about 150%; inactive means in between;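 further: fluorescent Galphao activated with aluminum fluoride binding bead-coupled RGS4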
# Bcl-XL Bim block = disrupts Bim peptide binding to human Bcl-XL | 0.04% of 190,000 active | inhibition, % at 10 µM | bead flow cytometry, fluorescence
# Target sequence (Q07817 whole entry, looked up): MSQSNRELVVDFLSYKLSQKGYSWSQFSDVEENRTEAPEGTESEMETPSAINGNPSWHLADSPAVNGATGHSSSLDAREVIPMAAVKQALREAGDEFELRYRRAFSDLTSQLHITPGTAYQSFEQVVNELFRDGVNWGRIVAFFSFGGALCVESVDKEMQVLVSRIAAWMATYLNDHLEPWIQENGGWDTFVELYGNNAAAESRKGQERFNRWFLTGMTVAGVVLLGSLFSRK
# GSH bead fluor = compound fluoresces at 488/530 nm on GSH beads; 0.25% of 190,000 active; GSH beads flow cytometry, compound fluorescence 488/530 nm; hits give high values; fluorescence (KMESF) at 10 µM; in the data active means fluorescence above about 89;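 further: glutathione beads carrying GST-tagged Bcl family fusion proteins plus one bare bead set; values are compound well signal with DMSO vehicle wells as background; inactives centre near 16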
# Mcl-1 Bim block = human Bim-Mcl-1 interaction inhibition | inhibition, % at 10 µM | 0.1% of 190,000 active | Bead-based flow cytometry, Bim peptide-Mcl-1 binding | AID 1009;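 further: 0% = no compound tracer wells and 100% = peptide blocker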
# Bfl-1 Bim block = disrupts Bim binding to human Bfl-1 | Q16548 | 0.12% of 190,000 active | Bead-based flow cytometry, Bim-Bfl-1 binding inhibition | AID 1008 | inhibition, % at 10 µM;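 further: 0% = wells without compound plus tracer and 100% = blocker peptide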
# Bim-Bcl-W = human Bim-Bcl-W interaction inhibition; inhibition, % at 10 µM; 0.02% of 190,000 active; AID 952; bead-based flow cytometry, Bim peptide-Bcl-W binding; Q92843;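 further: 0% = bound tracer without compound and 100% = peptide blocker; higher means less fluorescent Bim peptide bound to Bcl-W beads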
# Mcl1 Bid PPI = Mcl-1/Bid interaction inhibition; Q07820; TR-FRET Mcl-1/Bid-Dy647 peptide binding, 1536-well; inhibition, % at 21.7 µM; 0.97% of 220,000 active;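 active means compounds that cut the binding signal by more than half at the single screening dose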;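 further: His-tagged Mcl-1 with europium anti-His antibody binding Bid BH3 peptide; 0% = Mcl-1 plus peptide wells and 100% = peptide-only wells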
# RGS8-Gao = modulates binding of RGS8 to human Galphao | P09471 | multiplexed bead flow cytometry; actives lie on both sides | response (percent of control binding), % at 10 µM | 0.34% of 220,000 active; in the data active means response below about 60% or above about 140%; inactive means in between;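 further: Galphao activated as the GDP aluminium fluoride complex binding bead-coupled RGS8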
# Bim-Bcl-2 = inhibitors of Bim-Bcl-2 interaction, human. Bead-based flow cytometry, Bim peptide-Bcl-2 binding. P10415. 0.06% of 190,000 active. inhibition, % at 10 µM; in the data active means inhibition above about 40%; inconclusive means no clear call, values can overlap the other calls;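 further: 0% = no compound wells with probe peptide and 100% = reference peptide inhibitor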
# Target sequence (P10415 whole entry, looked up): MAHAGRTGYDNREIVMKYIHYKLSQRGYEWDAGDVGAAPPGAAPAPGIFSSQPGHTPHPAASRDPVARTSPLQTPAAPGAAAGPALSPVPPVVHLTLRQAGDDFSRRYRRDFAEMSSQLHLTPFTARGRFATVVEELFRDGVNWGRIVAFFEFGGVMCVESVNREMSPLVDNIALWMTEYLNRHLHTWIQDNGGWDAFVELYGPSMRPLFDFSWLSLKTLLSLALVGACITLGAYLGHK
# Bcl-B Bim block = disrupts Bim peptide binding to human Bcl-B; Q9HD36; bead-based flow cytometry; inhibition, % at 10 µM; 0.073% of 190,000 active;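 further: 0% = tracer peptide without compound and 100% = reference inhibitor peptide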
# Starred values were filed as active, the others as inactive; ? = inconclusive. Unless noted, no stated cut-off is given here; in the data, active means inhibition above about 40%.
SMILES,RGS7-Gao,RGS4-Gao reg,Bcl-XL Bim block,GSH bead fluor,Mcl-1 Bim block,Bfl-1 Bim block,Bim-Bcl-W,Mcl1 Bid PPI,RGS8-Gao,Bim-Bcl-2,Bcl-B Bim block
Cc1ccc(-c2csc3ncnc(NS(=O)(=O)c4ccc(Cl)cc4)c23)cc1,104.5,102.2,-12.0,11,-7.0,-6.0,-5.0,30.2,107.7,-7.0,-8.0
Cc1cc(OCC(F)(F)C(F)(F)C(F)(F)C(F)(F)C(F)(F)C(F)F)nc(N)n1,100.8,97.3,0.0,29,0.0,0.0,0.0,2.6,101.1,0.0,0.0
Cc1ccsc1-c1nc(CN2C[C@@H](C)O[C@@H](C)C2)c(C)o1,105.0,105.5,-1.0,19,-1.0,-5.0,0.0,-37.7,105.4,-3.0,1.0
COc1ccc2c(c1)C1C=CCC1C(c1cc3c(cc1Br)OCO3)N2 (stereo not drawn),101.4,100.2,-4.0,35,-1.0,-9.0,-7.0,-5.2,100.1,-10.0,-5.0
CCOc1ccc(C(C)NC(=O)C2CCCC2)cc1 (stereo not drawn),99.7,93.5,-1.0,12,-2.0,-3.0,-1.0,-16.2,100.0,0.0,0.0
COc1cc(C(=O)NC(=S)N2CCCCCC2)cc(OC)c1OC,97.3,99.3,-2.0,11,0.0,4.0,-6.0,-20.3,96.7,0.0,-1.0
CCOC(=O)/C(C#N)=C1/SC(CCO)C(=O)N1c1ccccc1 (stereo not drawn),98.6,102.4,-4.0,16,0.0,-1.0,-3.0,-22.2,104.2,-2.0,-10.0
Cc1cc(-c2cccs2)c2c(n1)sc1c(=O)[nH]c(=O)[nH]c12,100.8,100.1,1.0,13,0.0,0.0,2.0,-15.6,99.0,2.0,2.0
O=C(COC(=O)CCC1CCCC1)Nc1ccccc1Sc1ccccc1,101.4,101.8,0.0,7,-2.0,0.0,-1.0,-14.1,104.1,0.0,-1.0
O=C(O)CCCNC(=O)c1ccc(NC(=O)Cc2ccc(Cl)cc2)cc1,102.5,98.6,-4.0,21,-3.0,-2.0,0.0,-25.6,101.4,-5.0,-3.0
CN(C)c1cccc(C(=O)OCC(=O)N(Cc2ccccc2)C2CCS(=O)(=O)C2)c1 (stereo not drawn),104.9,104.3,0.0,7,2.0,-3.0,4.0,-19.0,104.7,1.0,0.0
N#C/C(=C\c1ccc(-c2ccc(Br)cc2)o1)C(=O)NCCc1c[nH]c2ccccc12,97.2,96.6,0.0,12,0.0,-15.0,1.0,-28.9,99.5,-9.0,-4.0
CCOC(=O)Cc1[nH]nc2c1C(c1cccc(OC)c1OC)C(C#N)=C(N)O2 (stereo not drawn),100.5,96.6,17.0,52,0.0,-14.0,4.0,-85.4,99.9,-3.0,-4.0
CS(=O)(=O)NCCC1=CCCCC1,103.3,103.0,-10.0,37,-8.0,-18.0,-4.0,1.0,102.6,-12.0,-16.0
CC(=O)Oc1cc2c(cc1Cl)C1(CC(c3ccccc3Cl)O2)CC(C)(C)NC(=S)N1 (stereo not drawn),100.5,104.0,-4.0,13,2.0,0.0,0.0,-36.2,99.5,-4.0,-8.0
Cc1ccc(N2C(=O)C(Cl)=C(Nc3c(C)n(C)n(-c4ccccc4)c3=O)C2=O)cc1,98.0,100.8,-4.0,50,0.0,-5.0,1.0,-16.1,101.8,-6.0,-6.0
Cc1cc(N/N=C2/CCCc3ccccc32)nc2ccccc12,?,104.2,-2.0,16,-4.0,-3.0,-5.0,-5.2,103.3,-4.0,-7.0
CC(=O)N(C(C)=O)N1C(=O)/C(=C/c2ccc(Cl)cc2)SC1=S,?,99.0,-3.0,17,1.0,2.0,1.0,-30.6,101.6,0.0,-16.0
CCOC(=O)CNC(=S)N(CCCN1CCCCC1)Cc1cccs1,97.1,86.4,-4.0,9,2.0,-3.0,-5.0,-32.2,95.5,-5.0,1.0
COCCCNC(=O)c1nc2c(nnn2Cc2cc(C)ccc2C)c(=O)[nH]1,95.9,94.4,-4.0,20,-3.0,-6.0,-1.0,-5.3,95.1,-12.0,-3.0

# Arranged by heavy-atom count (smallest number first): some entries from above
SMILES,RGS7-Gao,RGS4-Gao reg,Bcl-XL Bim block,GSH bead fluor,Mcl-1 Bim block,Bfl-1 Bim block,Bim-Bcl-W,Mcl1 Bid PPI,RGS8-Gao,Bim-Bcl-2,Bcl-B Bim block
CS(=O)(=O)NCCC1=CCCCC1,103.3,103.0,-10.0,37,-8.0,-18.0,-4.0,1.0,102.6,-12.0,-16.0
CCOc1ccc(C(C)NC(=O)C2CCCC2)cc1 (stereo not drawn),99.7,93.5,-1.0,12,-2.0,-3.0,-1.0,-16.2,100.0,0.0,0.0
Cc1cc(-c2cccs2)c2c(n1)sc1c(=O)[nH]c(=O)[nH]c12,100.8,100.1,1.0,13,0.0,0.0,2.0,-15.6,99.0,2.0,2.0
CC(=O)N(C(C)=O)N1C(=O)/C(=C/c2ccc(Cl)cc2)SC1=S,?,99.0,-3.0,17,1.0,2.0,1.0,-30.6,101.6,0.0,-16.0
CCOC(=O)/C(C#N)=C1/SC(CCO)C(=O)N1c1ccccc1 (stereo not drawn),98.6,102.4,-4.0,16,0.0,-1.0,-3.0,-22.2,104.2,-2.0,-10.0
COc1cc(C(=O)NC(=S)N2CCCCCC2)cc(OC)c1OC,97.3,99.3,-2.0,11,0.0,4.0,-6.0,-20.3,96.7,0.0,-1.0
CCOC(=O)CNC(=S)N(CCCN1CCCCC1)Cc1cccs1,97.1,86.4,-4.0,9,2.0,-3.0,-5.0,-32.2,95.5,-5.0,1.0
O=C(O)CCCNC(=O)c1ccc(NC(=O)Cc2ccc(Cl)cc2)cc1,102.5,98.6,-4.0,21,-3.0,-2.0,0.0,-25.6,101.4,-5.0,-3.0
Cc1ccc(-c2csc3ncnc(NS(=O)(=O)c4ccc(Cl)cc4)c23)cc1,104.5,102.2,-12.0,11,-7.0,-6.0,-5.0,30.2,107.7,-7.0,-8.0
Cc1cc(OCC(F)(F)C(F)(F)C(F)(F)C(F)(F)C(F)(F)C(F)F)nc(N)n1,100.8,97.3,0.0,29,0.0,0.0,0.0,2.6,101.1,0.0,0.0
CN(C)c1cccc(C(=O)OCC(=O)N(Cc2ccccc2)C2CCS(=O)(=O)C2)c1 (stereo not drawn),104.9,104.3,0.0,7,2.0,-3.0,4.0,-19.0,104.7,1.0,0.0

# Other structures
SMILES,RGS7-Gao,RGS4-Gao reg,Bcl-XL Bim block,GSH bead fluor,Mcl-1 Bim block,Bfl-1 Bim block,Bim-Bcl-W,Mcl1 Bid PPI,RGS8-Gao,Bim-Bcl-2,Bcl-B Bim block
O=C(CSc1ncnc2ccccc12)c1ccco1,100.9,100.7,-2.0,6,-2.0,0.0,0.0,-24.5,99.4,2.0,-7.0
Cc1nnc(SCC(=O)NC2CCCC2)s1,86.4,78.3,-4.0,47,1.0,-9.0,2.0,-31.8,82.7,-8.0,-5.0
CCn1nnnc1NCc1c(OC)ccc2ccccc12,103.0,103.5,-3.0,12,-1.0,-4.0,-1.0,-5.4,105.4,0.0,-7.0
CN1C(=O)C2(C(C#N)=C(N)N(c3cc(Cl)cc(Cl)c3)C3=C2C(=O)CCC3)c2ccccc21 (stereo not drawn),114.9,98.2,-2.0,10,0.0,-8.0,4.0,-10.6,97.5,-2.0,-5.0
Cc1ccc(NC(=O)Cn2cnc3c(cnn3C(C)(C)C)c2=O)cc1,96.6,95.2,-2.0,5,2.0,-9.0,3.0,-11.7,94.5,-4.0,-4.0
Cc1nn(-c2ccccc2)c(Cl)c1/C=N/NC(=O)OC(C)(C)C,98.5,100.0,-10.0,11,-3.0,-3.0,-5.0,-12.6,101.2,-4.0,-4.0
CSc1ncccc1C(=O)OCc1ccc(C#N)cc1,96.5,93.1,-6.0,22,-1.0,-9.0,-1.0,9.6,94.2,-5.0,-3.0
CC(O)CN(CCC(N)=O)CCC(N)=O (stereo not drawn),91.3,94.6,-1.0,13,-1.0,-1.0,-1.0,52.4*,98.6,-1.0,0.0
COc1ccccc1C1SCCN1C(=O)c1ccc([N+](=O)[O-])cc1 (stereo not drawn),97.6,98.8,-1.0,8,-3.0,-1.0,-3.0,-5.1,100.0,-3.0,-5.0
CC(=O)c1cccc(NC(=O)CC2S/C(=N/N=C/c3cccs3)NC2=O)c1 (stereo not drawn),100.3,103.1,-1.0,27,1.0,-8.0,-1.0,-7.0,101.8,-2.0,-1.0
C=CCNC(=S)NNC(=O)C(CCC(C)C)CC(C)O (stereo not drawn),102.4,103.3,-3.0,15,0.0,-10.0,1.0,-13.2,98.0,-4.0,-5.0
COc1ccccc1CC(=O)Nc1ccc([N+](=O)[O-])cc1OC,89.9,92.4,-10.0,16,-5.0,-7.0,-3.0,-4.7,96.3,-13.0,-19.0
CC(=O)Nc1ccc2c(c1)ncn2C1CCCCC1,98.5,97.5,-7.0,18,-4.0,-5.0,-2.0,-4.8,100.0,-1.0,-7.0
Cc1cccn2c(CN3CCNC(=O)CC3)c(C(=O)N(C)CCc3ccccc3)nc12,97.4,102.9,-7.0,18,-3.0,-6.0,-3.0,-1.3,105.1,-9.0,-7.0
COc1cc2c(cc1NC(=O)COc1ccccc1OC)oc1ccccc12,111.9,109.5,-8.0,29,-2.0,-11.0,-2.0,1.3,106.7,-10.0,-7.0
Cc1c(C(=O)O)oc2ccc(S(=O)(=O)N3CCC(C)CC3)cc12,105.7,102.2,0.0,33,0.0,-4.0,0.0,13.1,104.7,-10.0,-4.0
CCN(CC)c1cc(C)c2ccccc2n1,99.3,98.1,0.0,29,0.0,1.0,-1.0,5.2,105.2,2.0,-2.0
COCCCN1C(=O)c2ccc(C(=O)Nc3ccc(OC)cc3)cc2C1=O,98.8,99.0,4.0,23,4.0,6.0,2.0,-13.7,123.1,6.0,1.0
Clc1ccc(SCc2cn3ccsc3n2)cc1,98.1,98.2,-1.0,16,-2.0,-1.0,-3.0,11.5,98.5,-2.0,-1.0
COc1ccc(/C=C2\SC(=O)N(CCNC(=O)Cc3coc4cc(C)ccc34)C2=O)cc1OC,102.2,100.3,-3.0,7,-5.0,3.0,1.0,-52.0,100.1,-1.0,-6.0
Cc1ccc2nc(Cl)nc(-c3ccccc3)c2c1,102.0,99.0,0.0,8,0.0,-5.0,0.0,9.0,98.5,0.0,-4.0
COc1ccc(NS(=O)(=O)c2ccc(NC(=S)NC(=O)/C=C/c3ccc(C)cc3)cc2)nn1,99.2,100.6,-8.0,6,-5.0,-3.0,-7.0,-40.5,101.0,-8.0,-8.0
N#CCCCSC1=C(C#N)C(c2ccccc2Cl)CC(=O)N1 (stereo not drawn),102.0,99.9,-9.0,21,-4.0,-19.0,-2.0,-0.3,101.2,-9.0,-2.0
COc1ccc(Nc2ccnc(Nc3ccc(OC)cc3)n2)cc1,95.6,94.5,-6.0,15,-2.0,-7.0,-2.0,-23.7,97.5,-15.0,-11.0
